# V1R ag counter = V1a receptor agonism, counter-screen for OXTR agonists. CHO-V1R cells, Fluo-8 calcium fluorescence, agonist mode; 0% DMSO, 100% 3 nM vasopressin. activation, % at 3 µM. P37288. 0.25% of 320,000 active;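 active means activation above the mean activation of all tested compounds plus 3 SD, per screening run, cut at about 20% in these data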;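 further: signal is peak over basal fluorescence ratio across a 100 second FLIPR read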
# Target sequence (P37288 whole entry, looked up): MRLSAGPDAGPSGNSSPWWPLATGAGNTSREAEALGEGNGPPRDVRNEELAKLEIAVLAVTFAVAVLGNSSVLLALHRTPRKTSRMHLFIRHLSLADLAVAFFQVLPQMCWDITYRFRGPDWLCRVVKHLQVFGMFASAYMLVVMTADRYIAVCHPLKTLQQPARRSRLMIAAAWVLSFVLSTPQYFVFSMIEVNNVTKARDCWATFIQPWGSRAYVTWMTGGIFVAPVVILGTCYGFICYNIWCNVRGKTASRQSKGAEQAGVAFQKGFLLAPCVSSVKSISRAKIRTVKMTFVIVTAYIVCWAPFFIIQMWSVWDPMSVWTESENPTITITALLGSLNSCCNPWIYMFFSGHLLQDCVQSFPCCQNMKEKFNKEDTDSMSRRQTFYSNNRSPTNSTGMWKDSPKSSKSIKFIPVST
# CHO-K1 Ca antag = nonselective inhibitor or artifact in parental CHO-K1 cells; ATP-induced calcium, Fluo-8 fluorescence; inhibition, % at 3 µM; 0.6% of 360,000 active; AID 602250;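 active means inhibition above a per-plate cutoff, the plate's mean sample inhibition plus 3 SD, cut at about 24% in these data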;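 further: 0% = DMSO plus EC80 ATP and 100% = DMSO alone without ATP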
# M1 ag parental = counter-screen for M1 agonists: effect in parental CHO-K1 cells. activation, % at 3 µM. Fluo-8 calcium fluorescence; scaled to maximal ATP response, vehicle zero. 0.48% of 360,000 active; in the data active means activation above about 15%;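 further: untransfected CHO-K1 host cells lacking M1 receptor as counterscreen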
# OXTR potentiate = human OXTR potentiation; CHO-OTR cells, Fluo-8 calcium fluorescence, potentiator mode; 0% = oxytocin EC15, 100% = EC100; AID 2445; activation, % at 3 µM; 0.061% of 320,000 active;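 active means activation above that plate's cutoff, the mean activation of tested compounds plus 3 SD, cut at about 6.6% in these data, passing the limit was not always enough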;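 further: 100% uses oxytocin at 75 nM as the full agonist control; some results filed as inactive read as strong as hits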
#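 Assay system: CHO cell line stably expressing human OTR. Reagent: EC15 oxytocin agonist. Dosing: single dose, 3.0 µM nominal final compound concentration. Timing: compound 6 min at room temperature before oxytocin, 100 s read. Signal: kinetic Fluo-8 calcium fluorescence. Controls: oxytocin EC15 low and EC100 high.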
# M1 PAM parental = counter-screen for M1 PAMs: effect in parental CHO-K1 cells; ATP EC20, Fluo-8 calcium fluorescence; 0% at ATP EC20, 100% at ATP max; activation, % at 3 µM; 0.02% of 360,000 active; AID 602247;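 active means activation above the run cutoff, the mean activation of all test compounds plus 3 SD, cut at about 40% in these data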;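 further: peak over basal fluorescence ratio in a 140 s read after ATP addition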
# GPR7 antagonist = blocks human GPR7 receptor signaling; GPR7-expressing cells, fluorescence antagonist assay; AID 1861; 1.1% of 290,000 active; P48145; inhibition, % at 4.4 µM; in the data active means inhibition above about 16%, passing the limit was not always enough;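 further: cells stimulated with the agonist NPW; 0% = agonist with vehicle and 100% = vehicle without agonist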
# Target sequence (P48145 whole entry, looked up): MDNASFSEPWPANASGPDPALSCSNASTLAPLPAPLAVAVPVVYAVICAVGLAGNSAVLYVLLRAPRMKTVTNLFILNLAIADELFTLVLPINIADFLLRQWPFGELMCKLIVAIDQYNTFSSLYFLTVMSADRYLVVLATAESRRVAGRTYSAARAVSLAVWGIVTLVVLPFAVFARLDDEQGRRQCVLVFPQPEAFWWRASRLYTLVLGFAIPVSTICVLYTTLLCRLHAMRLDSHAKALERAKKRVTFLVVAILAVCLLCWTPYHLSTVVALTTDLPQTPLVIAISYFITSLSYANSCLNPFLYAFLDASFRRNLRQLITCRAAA
# CHO parental Ca = counter-screen for OX1R antagonists: effect in parental CHO cells; inhibition, % at 5.6 µM; 0.63% of 330,000 active; AID 463079; parental CHO-K1, ATP-induced calcium, Fluo-8 fluorescence;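 active means inhibition above that plate's mean sample inhibition plus 3 SD, cut at about 26% in these data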;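 further: 0% = ATP-challenged DMSO wells and 100% = DMSO wells without ATP; some compounds past the cut are filed as inactive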
#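 Test system: untransfected parental CHO cell line; also added: ATP stimulus; dosing: 5.6 µM, single dose; signal: calcium-sensitive Fluo-8 fluorescence; measure: percent inhibition of ATP-evoked calcium rise, normalized to controls; benchmarks: low control ATP plus DMSO, high control DMSO only; replication: one well per compound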
# TAAR1 antagonist = antagonists of human TAAR1; Q96RJ0; CHO RD-HGA16 TAAR1, Fluo-8 calcium fluorescence, antagonist; inhibition, % at 3 µM; 1.5% of 360,000 active;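 active means inhibition above a per-plate cutoff, the mean inhibition of test compounds on that plate plus 3 SD, cut at about 49% in these data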;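 further: 0% = DMSO plus EC80 beta-PEA response and 100% = DMSO alone without agonist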
# Target sequence (Q96RJ0 whole entry, looked up): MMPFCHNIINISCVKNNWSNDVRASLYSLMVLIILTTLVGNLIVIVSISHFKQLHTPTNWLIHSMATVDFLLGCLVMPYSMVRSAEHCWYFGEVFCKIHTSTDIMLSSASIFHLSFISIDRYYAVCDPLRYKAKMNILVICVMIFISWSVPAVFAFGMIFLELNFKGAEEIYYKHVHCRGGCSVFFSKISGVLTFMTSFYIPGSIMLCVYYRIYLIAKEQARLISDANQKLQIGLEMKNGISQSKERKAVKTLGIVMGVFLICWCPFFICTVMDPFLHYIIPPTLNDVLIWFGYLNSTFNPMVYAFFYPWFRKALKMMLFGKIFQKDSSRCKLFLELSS
#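 Test system: RD-HGA16 CHO cells with stable hTAAR1 and Gα16 / Probe or stimulus: EC80 β-phenethylamine stimulus / Times: seeding 17-24 h prior, 75-min 37 °C, 30-min RT dye loading / Detection: Fluo-8 calcium-sensitive fluorescence / Read-out basis: % inhibition scaled between DMSO and EC80 PEA controls / Repeats: singlicate, one well per test compound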
# OXTR agonist = agonists of human oxytocin receptor | 0.32% of 320,000 active | P30559 | CHO-OTR cells, Fluo-8 calcium fluorescence; normalized: DMSO 0%, oxytocin 100% | activation, % at 3 µM | AID 2435;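 active means activation above the mean of all tested compounds plus 3 SD, cutoff set per screening run, cut at about 20% in these data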;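 further: peak over basal fluorescence ratio from a 100 s FLIPR kinetic read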
# Starred values were filed as active, the others as inactive; . = not tested or not shown.
# Preview (2 entries):
# Screens in order – V1R ag counter	CHO-K1 Ca antag	M1 ag parental	OXTR potentiate	M1 PAM parental	GPR7 antagonist	CHO parental Ca	TAAR1 antagonist	OXTR agonist
- COc1ccc(N(CC(=O)NCc2cccs2)S(=O)(=O)c2c(C)nn(C)c2C)cc1
    -0.8	3	0.7	-3	19	3	-7	-14	-0.9
- O=c1[nH]n(Cc2ccccc2)c(=O)c2ccccc12
    -1.0	-5	1.0	-6	11	-7	-17	2	-1.3

# All compounds of this part, previewed entries included:
# Screens in order – V1R ag counter	CHO-K1 Ca antag	M1 ag parental	OXTR potentiate	M1 PAM parental	GPR7 antagonist	CHO parental Ca	TAAR1 antagonist	OXTR agonist
- COc1ccc(N(CC(=O)NCc2cccs2)S(=O)(=O)c2c(C)nn(C)c2C)cc1
    -0.8	3	0.7	-3	19	3	-7	-14	-0.9
- O=c1[nH]n(Cc2ccccc2)c(=O)c2ccccc12
    -1.0	-5	1.0	-6	11	-7	-17	2	-1.3
- O=C(CN1CCCc2ccccc21)NC(=O)NCc1ccccc1
    -1.1	-16	1.2	-6	21	-9	-13	-3	0.8
- CC12CCC3c4ccccc4CCC3(CO1)C2 (stereo not drawn)
    .	0	0.1	.	-1	.	.	-14	.
- Cc1nn(CC(=O)N2CCN(c3ccccc3)CC2)c(C)c1[N+](=O)[O-]
    0.4	-6	0.3	-7	-12	-9	-7	-13	1.6
- CC(=O)N1CCc2c(sc3c2c(=O)n(-c2ccccc2)c(=O)n3Cc2ccccc2Cl)C1
    1.3	-1	0.9	0	2	4	-22	-11	0.6
- CCC(CC)C(=O)c1c[nH]c(C(=O)NC2CCCCCC2)c1
    3.6	-10	1.3	-5	-3	18	-10	-30	-0.6
- CN(C(=O)c1ccc2c(c1)OCO2)C1CCS(=O)(=O)C1 (stereo not drawn)
    0.6	-12	1.8	-3	15	.	-8	-26	2.5
- Oc1ccccc1C1CCCCC1c1ccccc1 (stereo not drawn)
    -0.6	-13	0.4	-18	2	-6	22	16	-1.6
- Fc1ccc(-c2cc(C(F)(F)F)nc(-n3cc(Cl)cn3)n2)cc1
    -1.2	8	-0.5	-11	-16	-16	-32	-53	-2.4
- CNc1cccc(-c2ccccc2CO)n1
    .	10	-0.5	.	4	.	.	7	.
- CC(C)C(=O)Nc1nnc(COc2ccc(Cl)cc2)s1
    1.1	-5	2.8	-2	9	-15	-20	-29	-1.4
- CCC(=O)Nc1cccc(C2=NOC3(C2)C[C@H](C(N)=O)N(C(=O)Cc2ccc([N+](=O)[O-])cc2)C3)c1 (stereo partly drawn)
    -0.5	1	-0.1	-12	-4	.	0	-7	-0.3
- CCCCc1ccc(NC(=O)C2CCN(S(C)(=O)=O)CC2)cc1
    0.8	2	0.1	-9	10	-9	-6	26	-0.6
- O=C(O)CCn1cc(-c2ccc(Cl)cc2)nc1-c1ccncc1
    2.0	-2	-0.4	-7	11	.	6	12	0.0
- Cc1c(Cl)cccc1NC(=O)CCN1CCCCC1
    1.0	1	0.4	-6	8	-13	-9	-13	0.1
- CC(=O)NN1C(=O)c2ccccc2NC1c1ccco1 (stereo not drawn)
    -0.8	2	0.2	-8	-1	-19	0	6	-0.2
- Cc1ccc2c(c1)c1ncn(Cc3ccc(F)cc3)c(=O)c1n2C
    -2.0	-3	0.6	-5	18	-11	-7	-3	-1.8
- CC1CCC(NC(=O)CCCn2sc3ccccc3c2=O)CC1 (stereo not drawn)
    1.4	-20	0.1	-5	14	16	-15	-11	-0.8
- COC(=O)C(C)Sc1ccc2nnc(-c3ccc(F)cc3)n2n1 (stereo not drawn)
    -0.6	-5	0.1	2	4	-2	-16	.	-1.2
- CCc1ccc(N2C(=O)/C(=C/c3cccs3)N(CC(=O)OC)C2=S)cc1
    0.0	-2	-0.1	-3	-9	18	2	1	-0.9
- COc1ccc(NC(=O)C2(c3ccccc3)CCCC2)cc1
    -1.2	-10	-0.2	2	16	-10	-20	-13	-2.3
- Cc1ccc(CNC(=O)CNC(=O)c2c(C)nn(C)c2Cl)cc1
    1.1	2	-0.1	-4	4	-16	-8	-16	0.6
- COc1cc(O)cc2cc3c(c(O)c12)C(=O)CC(C)(O)O3 (stereo not drawn)
    0.0	-7	-0.1	-4	11	.	-7	-7	1.3
- Cn1c(SCC(=O)Nc2ccc3[nH]c(=O)[nH]c3c2)nnc1-c1ccccc1
    -0.1	6	0.0	2	6	-3	-4	-30	0.2
- COc1ccccc1OC(=O)c1cc2ccccc2oc1=O
    -0.7	-9	0.9	1	16	11	-4	-4	-1.7
- C[C@@H]1CN([C@@H](C)CO)C(=O)c2cc(NC(=O)Nc3ccc4c(c3)OCO4)ccc2O[C@H]1CN(C)S(=O)(=O)c1ccc(F)cc1
    0.7	-15	0.4	-9	18	.	-3	4	-0.1
- CCCCn1c(N)c(N(CCOC)C(=O)CN(C)S(=O)(=O)c2ccc(Cl)cc2)c(=O)[nH]c1=O
    0.8	-13	1.9	-5	26	-2	3	2	-1.2
- CCOC(=O)C1(CCOc2ccccc2)CCN(C(=O)c2cncs2)CC1
    3.2	-1	2.4	-7	20	13	-1	-16	0.0
- c1ccc(CN(Cc2ccco2)C(c2ccncc2)c2nnnn2C2CCCC2)cc1 (stereo not drawn)
    -0.2	-8	0.3	0	4	-6	-3	-10	0.6
- O=C(Nc1nc(-c2ccc(-c3ccccc3)cc2)cs1)C1CCCO1 (stereo not drawn)
    2.2	6	1.1	-8	11	-11	8	-9	2.2
- CN(C)C(=O)COC(=O)[C@H](Cc1ccccc1)NC(=O)c1ccco1
    0.7	-4	-0.2	-10	4	-3	8	-7	0.0
- CCOc1ccc(C(=O)Nc2c3c(nn2-c2cccc(C)c2C)CS(=O)C3)cc1 (stereo not drawn)
    -0.2	9	0.1	-6	6	8	-6	-12	0.2
- COc1cc2c(cc1OC)-c1nnc(-c3cccs3)n1C1(CCCC1)C2
    4.5	-5	0.5	-20	2	-11	6	13	-1.1
- O=C(NCC1CCCCC1)c1cccnc1Cl
    -0.6	-20	0.8	-9	8	-11	-3	-2	-0.4
- CCn1c(SCC(=O)c2ccc3ccccc3c2)nnc1-c1cccs1
    3.4	-6	2.8	-16	11	5	-13	17	1.5
- Cc1ccccc1C(=O)N/N=C/c1ccsc1C
    0.7	-12	0.8	0	23	-6	9	-11	0.5
- O=C(NC(Cc1ccccc1)C(=O)N1CCN(c2ccccc2O)CC1)c1ccccc1 (stereo not drawn)
    .	-2	4.0	.	-7	.	.	41	.
- Clc1nnc(NN=C2CCCC2)c2ccccc12
    -0.2	-2	2.2	-3	22	-22	-8	2	-2.4
- CN1C(=O)c2ccccc2Sc2ccc(NC(=O)NC3CC3)cc21
    2.0	0	1.0	-1	9	-13	-15	-22	0.1
- CCCCCn1c(CNC(=O)COC)nc2ccccc21
    -0.8	-9	0.0	-9	7	-12	-20	9	-0.9
- O=C(CC1SC(N2CCCCC2)=NC1=O)Nc1ccc(C(=O)Nc2ccccc2)cc1 (stereo not drawn)
    0.3	-1	0.8	-1	-7	.	-37	-16	-0.4
- Cc1ccccc1NC(=O)NNC(=O)c1ccc2ccccc2c1
    .	-2	7.8	.	16	-14	.	-4	.
- Cc1ccc(CSc2nnc(CNc3ccc(F)cc3)o2)cc1
    0.3	-9	12	-19	18	1	-9	-3	-2.2
- NC(=O)c1ccc(NC(=O)COC(=O)C(Cc2ccccc2)NC(=O)c2ccccc2)cc1 (stereo not drawn)
    0.4	18	4.6	-7	-9	-2	-9	45	0.7
- COc1ccc([C@H]2CC(=O)C=C(c3ccc(F)cc3OCc3ccccc3)C2)cc1
    1.0	4	0.1	-7	-3	.	0	52*	2.7
- Cc1ccccc1C(=O)Nc1c(C(=O)N(CCN(C)C)Cc2ccco2)oc2ccccc12
    2.4	-3	4.7	-7	5	6	-27	11	6.1
- O=C(CCc1nnc2ccc(N3CCC4(CC3)OCCO4)nn12)NCc1ccc(F)cc1
    -0.8	-7	1.5	-6	19	-9	-6	-33	0.2
- Cc1cccc(NC(=O)CNc2cc(C)ccc2C)c1
    2.6	-12	1.1	-9	-1	-14	-24	14	2.6
- CC(C)Cc1nnc(NC(=O)CCN2C(=O)c3ccccc3C2=O)s1
    0.8	2	0.1	-5	7	-5	-7	-15	1.4
- CCOc1ccc(CC2c3cc(OCC)c(OCC)cc3CCN2C(=O)CN2CCN(C)CC2)cc1OCC (stereo not drawn)
    0.7	-9	-0.3	-14	-6	-1	-16	-16	0.9
- COc1ccc(N2CCN(C(=O)c3cccnc3)CC2)c([N+](=O)[O-])c1
    0.0	-9	2.7	-11	-8	8	-4	2	-1.0
- COc1ccc(N=C2SCC(=O)N2Cc2ccccc2)cc1
    -0.2	-5	0.5	-12	12	-25	-14	-13	-2.0
- CCN(CC1COc2ccccc2O1)C(=S)NC1CC2CCC1C2 (stereo not drawn)
    -0.5	-7	-0.2	-10	4	-6	-8	-9	-2.5
- O=C(OCCOc1ccccc1F)c1cc(S(=O)(=O)N2CCOCC2)ccc1F
    .	-24	0.7	.	24	.	.	-1	.
- Cc1nn(C)c(Cl)c1C(=O)NC(C(=O)O)c1ccccc1 (stereo not drawn)
    1.8	-17	0.7	-1	28	-4	5	8	0.3
- CC(=O)NCCn1c(SCc2ccccc2C)nc2ccccc2c1=O
    -1.3	17	0.9	2	-5	-15	-8	9	-1.6
- CCOc1ccccc1NC(=O)NC1(C(=O)NCC2CCCO2)CCCCC1 (stereo not drawn)
    -0.2	6	0.2	2	10	-8	-13	-17	-0.7
- COc1ccc(OC)c(NC(=O)CSc2nc(C)cs2)c1
    -1.5	11	0.0	4	-2	19	-9	-11	0.1
- O=C(CCN1CCN(CC(=O)Nc2ccccc2F)CC1)Nc1ccccc1F
    -0.8	-8	0.0	-14	6	-14	-19	7	-0.6

# (list continues)
# Screens in order – V1R ag counter	CHO-K1 Ca antag	M1 ag parental	OXTR potentiate	M1 PAM parental	GPR7 antagonist	CHO parental Ca	TAAR1 antagonist	OXTR agonist
- c1ccc(C(c2nnnn2Cc2cccs2)N2CCN(C3CCCC3)CC2)cc1 (stereo not drawn)
    -0.3	-3	0.5	-7	4	-1	-9	14	0.5
- CCOC(=O)N1CCC(N2Cc3cccc(C(=O)N4CCN(c5cccc(Cl)c5)CC4)c3C2=O)CC1
    0.0	1	2.3	-8	11	-17	-20	7	0.6
- COC(=O)c1ccc(CSc2cc(C)c3ccccc3n2)o1
    1.7	-22	0.6	-5	-7	-2	-24	-12	-0.8
- Cc1ccc2cccc(S(=O)(=O)Nc3ccc4c(c3)OCO4)c2n1
    -0.1	-10	0.8	5	5	-20	-12	9	-1.6
- CCCOc1cccc(-c2nn(-c3ccccc3)cc2/C=C(\C#N)C(=O)NCCCn2ccnc2)c1
    -0.6	-3	0.5	-8	16	2	-6	4	-1.3
- CC(C)Cc1nc2ccccc2[nH]1
    0.9	6	2.7	0	-19	-25	-5	-16	-0.5

# Screens deposited in PubChem BioAssay by The Scripps Research Institute Molecular Screening Center.
